# Screening data deposited in PubChem by several laboratories.
# CHT block: inhibits the human high affinity choline transporter; B-score at 10 µM; Q9GZV3; 310,000 compounds, 0.86% hits; AID 488975; CHT-expressing cells, membrane potential dye, choline response; stronger effect = lower value;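 active = B-score over 3 SD under the library average, and starting fluorescence ratio not unusually high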;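 also: choline stimulus applied at its EC90 after an EC20 pre-addition; B-score computed on integrated fluorescence ratio after choline addition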
# Target sequence (Q9GZV3 whole entry, looked up): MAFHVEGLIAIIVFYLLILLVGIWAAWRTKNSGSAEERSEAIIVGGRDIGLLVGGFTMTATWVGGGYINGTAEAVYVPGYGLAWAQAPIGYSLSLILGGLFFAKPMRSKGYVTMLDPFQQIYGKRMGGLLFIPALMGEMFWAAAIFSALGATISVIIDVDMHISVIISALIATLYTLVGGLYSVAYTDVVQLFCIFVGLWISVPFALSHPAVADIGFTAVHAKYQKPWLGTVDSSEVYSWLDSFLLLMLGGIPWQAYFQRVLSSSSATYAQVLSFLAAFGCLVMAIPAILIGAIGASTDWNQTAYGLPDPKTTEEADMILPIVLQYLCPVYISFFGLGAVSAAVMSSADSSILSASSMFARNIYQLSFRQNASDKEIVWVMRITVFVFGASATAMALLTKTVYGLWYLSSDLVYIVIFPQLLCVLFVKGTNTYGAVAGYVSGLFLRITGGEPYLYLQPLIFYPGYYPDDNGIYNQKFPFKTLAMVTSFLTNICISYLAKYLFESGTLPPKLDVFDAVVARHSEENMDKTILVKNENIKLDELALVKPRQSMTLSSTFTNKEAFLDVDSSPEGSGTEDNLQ
# STK33 kinase inh: inhibitors of human STK33 kinase | purified STK33, MBP phosphorylation, ADP-Glo luminescence | Q9BYT3 | AID 2661 | 320,000 compounds, 0.073% hits | inhibition, % at 10 µM;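 active = inhibition at or above 25%, using the most active replicate where run in duplicate; inactive = inhibition below 25%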
# CHT allo act: allosteric activators of human choline transporter CHT | CHT-expressing cells, membrane potential dye, choline EC20; stronger effect = higher value; LV-AA mutant CHT in HEK293 cells | B-score at 10 µM | AID 488977 | Q9GZV3 | 310,000 compounds, 0.49% hits;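 active = initial fluorescence not abnormally high and integrated response B-score, plate-corrected, over 3 SD above library mean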
# Active calls of the source: *; i = inactive; nt = no result given.
SMILES,CHT block,STK33 kinase inh,CHT allo act
Cc1cc(C)cc(Oc2ccc(C(F)(F)F)cc2C#N)c1,i,-0.7,i
CCc1cccc(C)c1NC(=O)C(c1ccccc1)N1CCC1=O (stereo not drawn),i,-1.0,i
Cc1nc(N2CCCCC2C)c2c(C)c(C(=O)Nc3ccccc3C(F)(F)F)sc2n1 (stereo not drawn),-7.49*,nt,i
CCC(=O)Nc1nc2ccccc2n1CCN1CCOCC1,i,-0.9,i
CC(=O)c1ncnn1CC(=O)c1ccc(Cl)cc1Cl,i,-0.4,i
CN(C)CCN(Cc1cc2cc3c(cc2nc1Cl)OCO3)C(=O)c1ccco1,i,-0.6,6.84*
COCCC(=O)N1CCC(Oc2ccc(C(=O)N3CCC[C@H]3CO)cc2)CC1,i,-0.8,i
O=C(COc1ccccc1)N1CCNC1=O,i,-2.3,i
CN(C)CCN(Cc1ccco1)C(=O)c1cc2c(Cl)nc3ccccc3c2s1,i,2.3,i
CC(C)COc1ccc(C(=O)Nc2ccccc2[N+](=O)[O-])cc1,i,-2.8,i
CC1=C(C(=O)OCc2ccccc2)C(c2cccs2)NC(=O)N1CCCC(=O)O (stereo not drawn),i,-3.7,i
C=C(C)CC(c1ccccc1)N(C(C)=O)c1ccco1 (stereo not drawn),i,2.0,i
COc1cccc(C(=O)N(CN2CCCC2=O)c2ccccc2OC)c1,i,1.5,i
COc1ccc(C2CC(c3cccs3)=NN2C(=O)CSC2=NCCS2)cc1 (stereo not drawn),i,-1.3,i
CC(C)C(=O)Nc1ccc(S(=O)(=O)N2CCC(c3nc4ccccc4[nH]3)CC2)cc1,i,0.0,i
CCCC(CCC)C(=O)Nc1ccncc1,i,-0.5,i
Cc1ccc(C)c(S(=O)(=O)N2CC(=O)N(CCc3ccccc3)C(=O)C2)c1,i,-0.7,i
COC(=O)c1ccc(C(=O)Nc2ccc3nc(-c4cccnc4)[nH]c3c2)cc1,i,0.0,i
Cc1cccc(-c2nc(CSCC(=O)NCc3cccs3)c(C)o2)c1,i,-0.3,i
N#Cc1ccc(/C=C/C(=O)c2ccccc2)cc1,i,-2.2,i
O=c1cc(CN2CCN(S(=O)(=O)/C=C/c3ccccc3)CC2)c2ccc(O)cc2o1,i,-0.2,i
COc1cccc(CNn2cnnc2)c1O,i,-0.2,i
COc1ccc(C(=O)N(c2ccc(OC)cc2)S(=O)(=O)c2cccs2)cc1,i,-0.4,i
NNC(=O)c1nc(Cl)c(Cl)c(N)c1Cl,i,1.4,i
Cc1nc(CNS(=O)(=O)c2ccc3c(c2)CCCC3)cs1,i,1.1,i
COC(=O)c1ccc(NC(=O)CCN2CCN(Cc3ccccc3)CC2)cc1,i,0.2,i
CCOC(=O)c1sc(NC(=O)CSc2nc3c(c(=O)n2-c2ccc(C)cc2)SCC3)c(C(=O)OCC)c1C,-6.98*,0.3,i
COc1ccc(C)cc1C(=O)CCC(=O)NC1CCCCC1,i,-0.9,i
CC(C)(C)OC(=O)N1CCC[C@H]1C(=O)NCC1CCC(C(=O)O)CC1 (stereo partly drawn),i,1.4,i
COCCN(C(=O)C(C)C)c1nnc(-c2ccc(C)cc2)s1,i,-1.3,i
O=S(=O)(c1cccs1)n1nnc2ccccc21,i,1.0,i
CN(C)c1ccc(/C=C/C(=O)c2ccc3c(c2)OCCO3)cc1[N+](=O)[O-],i,-0.1,i
CCOC(=O)c1c(C)c(C(=O)N2CCN(c3ccc(F)cc3)CC2)c(C)n1C,i,-0.8,i
CCO[C@@H]1OC(C(=O)N2CCOCC2)=C[C@H](c2ccc(Br)cc2)[C@H]1CCCO,i,-0.8,i
CCCNc1c(NC(C)=O)c(=O)oc2ccccc12,i,-1.8,i
CCC(=O)N1CCN=C1SCc1ccccc1Cl,i,-1.6,i
COC(=O)c1sccc1-n1cccc1C(=O)N1CCOCC1,i,-0.4,i
CCC(=O)Oc1oc(-c2ccccc2)nc1C=Nc1ccccc1OC,i,-3.2,i
COc1ccc(OC)c2c(N)c(C#N)c(C(F)(F)C(F)(F)F)nc12,i,-0.1,i
Cc1ccc(C(=O)OCC(=O)NCCc2ccccc2)cc1S(=O)(=O)N1CCOCC1,i,-2.4,i
O=S(=O)(CCSc1nc2ccccc2s1)c1nc2ccccc2s1,i,-0.6,i
Cc1nn(CCc2n[nH]c(=S)n2C2CCCCC2)c(C)c1Br,i,-0.2,i
Cc1cc(NC(=O)C(C)SCC(=O)Nc2ccccc2OC(F)F)no1 (stereo not drawn),i,-1.2,i
O=C(O)CC1(CC(=O)N2CCN(CCO)CC2)CCCC1,i,-1.4,i
CCc1sc(N(C(=O)Cc2ccccc2)c2ccccc2)nc1-c1ccccc1,i,0.4,i
Cc1ccc(C2C(C(=O)O)c3ccccc3C(=O)N2C)o1 (stereo not drawn),i,0.2,i
O=C(OCc1ccccc1)c1cccnc1Cl,i,-0.9,i
OC(CN1CCN(Cc2ccccc2)CC1)c1ccccc1 (stereo not drawn),i,-0.6,i
Fc1ccc(CN2CCSCC2)cc1Br,i,-0.4,i
COc1ccc(C2=NOC(C(=O)Nc3ccc(C(C)=O)cc3)C2)cc1OC (stereo not drawn),i,-0.4,i
Nc1nnc(COc2ccc(Br)cc2Br)s1,i,1.1,i
COc1cccc(C2C(C(=O)c3cccs3)=C(O)C(=O)N2CCN(C)C)c1OC (stereo not drawn),i,-0.6,i
CCOc1cc(/C=N/NC(=O)CSc2nncn2C)ccc1OCc1ccccc1,i,0.1,i
CC(C)C(=O)Nc1ccc(C(=O)NNC(=O)c2cccs2)cc1,i,nt,i
COc1ccc(Nc2nc(N3CCN(S(=O)(=O)N(C)C)CC3)nc3ccccc23)cc1,i,0.8,i
c1ccc(OCCn2cnc3ccccc32)cc1,i,-0.7,i
Cc1nn(C)cc1-c1cc(C(=O)O)c2ccccc2n1,i,0.1,i
Cc1cc(C)c2c(N)c(S(=O)c3ccc(C(C)(C)C)cc3)sc2n1 (stereo not drawn),i,-0.8,i
COc1cccc(N2C(=O)C3CCCN3C2c2ccc(F)cc2)c1 (stereo not drawn),i,-0.9,i
CCn1c(CC(=O)Nc2ccccc2)nnc1SCC(=O)Nc1nnc(C)s1,i,-0.4,i

# Next part
SMILES,CHT block,STK33 kinase inh,CHT allo act
CCN(CC)S(=O)(=O)c1ccc(NCc2ccccn2)nc1,i,-1.1,i
O=C1NC(=O)C(=C2CCCCCC2)S1,i,-2.1,i
Cc1cc(C(=O)COC(=O)c2ccc(CO)cc2)c(C)n1CC1COc2ccccc2O1 (stereo not drawn),i,0.2,i
CCc1cc(CNC(=O)CC2C(=O)NCCN2CC2CCCCC2)on1 (stereo not drawn),i,1.0,i
COc1cccc(CN2CCN(C(=S)NCc3ccc(Cl)cc3)CC2)c1,i,0.9,i
COc1ccc(CN(C)C(=O)c2ccc(NS(=O)(=O)c3ccc(F)cc3)cc2)c(OC)c1,i,0.9,i
CCOC(=O)C(=CNc1ccc2c(c1)c1ccccc1n2CC)C(=O)OCC,i,2.5,i
CSc1ccc(S(=O)(=O)NCCCn2ccnc2)cc1,i,-2.0,i
CCc1nc(C)cn1S(=O)(=O)c1cc(Br)ccc1OC,i,-2.3,i
NC(=O)CC(NC(=O)Cc1ccc(Br)cc1)c1ccc(NC2CC3CCC2C3)c([N+](=O)[O-])c1 (stereo not drawn),i,-0.9,i
Oc1c(Br)cc(Br)cc1C=NCc1ccc(F)cc1,-7.07*,-1.6,i
CCN(CC(=O)Nc1cc(Cl)ccc1C)C(=O)COc1ccccc1F,i,-0.3,i
CC1=C(CC(=O)NCC(=O)NCC(=O)O)c2cc(F)ccc2/C1=C/c1ccc(S(C)=O)cc1 (stereo not drawn),i,-1.6,i
CC(C(=O)Nc1cccc(C#N)c1)N(C)CCOc1ccccc1 (stereo not drawn),i,0.8,i
Cc1ccc(-c2csc(C(C#N)=C3CCCC3)n2)cc1,i,-0.9,i
COc1cc2c(c3oc(=O)cc(CC(=O)O)c13)CCC(C)(C)O2,i,0.8,i
CN(Cc1ccc(F)cc1)C(=O)c1ccc(NC(=O)CC2SC(N3CCCC3)=NC2=O)cc1 (stereo not drawn),i,-1.5,i
Cc1ccc(OCC(=O)NC(=S)Nc2ccccn2)c(Br)c1,i,-2.7,i
O=C(NCc1ccc2c(c1)OCO2)Nc1ccc2ccccc2c1,i,-0.7,i
COc1cc(/C=C2\SC(N)=NC2=O)cc(Br)c1O,i,0.5,i
COc1ccc(CNC(=O)C2CC=CCC2C(=O)O)cc1OC (stereo not drawn),i,-1.7,i
CC(C)Cc1nc2sc3c(=O)[nH]cnc3c2c2c1CCC2,i,-0.7,i
COc1ccc(/C=C/C(=O)Nc2cc(C(F)(F)F)ccc2Cl)cc1OC,i,2.0,i
CSc1nc(N2CCOCC2)cc(N2CCOCC2)n1,i,-1.0,i
Cc1nnc(SCC(=O)Nc2nccs2)o1,i,-1.2,i
O=c1c2ccccc2cnn1Cc1n[nH]c(=S)n1-c1ccccc1F,i,-0.6,i
COc1ccc(COC(=O)NNC(=O)c2ccccc2Cl)cc1,i,-1.5,i
Cc1ccc(NC(=O)CSc2nnc(N)s2)c([N+](=O)[O-])c1,i,-1.0,i
CCOC(=O)C1C(=O)NC(c2ccccc2)=NC1c1ccc(C(C)C)cc1 (stereo not drawn),i,-0.7,i
Cc1ccc2nc(C(=O)N3CCc4c([nH]c5ccccc45)C3c3ccccn3)cn2c1 (stereo not drawn),i,-2.7,i
Cc1cccc(C(=O)N/C(=C\c2ccco2)C(=O)N2CCCC2)c1,i,1.1,i
CCOC(=O)N1CCC(NC(=O)c2cccnc2SC)CC1,i,-1.0,i
CC(=O)Nc1cccc(-c2nnc3c4ccccc4c(C)nn23)c1,i,-1.1,i
CCNC(=O)NC(=O)C(C)OC(=O)CCS(=O)(=O)c1ccc(C)cc1 (stereo not drawn),i,-1.3,i
c1ccc(-c2csc3ncn4cnnc4c23)cc1,i,-0.3,i
NC(=O)C1CCN(c2oc(-c3ccccc3)nc2S(=O)(=O)c2ccc(Br)cc2)CC1,i,11.6,i

# Single records, as listed above.
# CCNC(=O)NC(=O)C(C)OC(=O)CCS(=O)(=O)c1ccc(C)cc1 (stereo not drawn) is listed with CHT block: i; STK33 kinase inh: -1.3; CHT allo act: i
# Cc1nnc(SCC(=O)Nc2nccs2)o1 is listed with CHT block: i; STK33 kinase inh: -1.2; CHT allo act: i

# The listing picks up, repeating the 6 entries before the break.
SMILES,CHT block,STK33 kinase inh,CHT allo act
Cc1cccc(C(=O)N/C(=C\c2ccco2)C(=O)N2CCCC2)c1,i,1.1,i
CCOC(=O)N1CCC(NC(=O)c2cccnc2SC)CC1,i,-1.0,i
CC(=O)Nc1cccc(-c2nnc3c4ccccc4c(C)nn23)c1,i,-1.1,i
CCNC(=O)NC(=O)C(C)OC(=O)CCS(=O)(=O)c1ccc(C)cc1 (stereo not drawn),i,-1.3,i
c1ccc(-c2csc3ncn4cnnc4c23)cc1,i,-0.3,i
NC(=O)C1CCN(c2oc(-c3ccccc3)nc2S(=O)(=O)c2ccc(Br)cc2)CC1,i,11.6,i
CCc1n(CC(O)COCC2CC=CCC2)c2ccccc2[n+]1C (stereo not drawn),i,-3.6,i
O=C(O)c1cc(S(=O)(=O)N2CCN(S(=O)(=O)c3ccccc3)CC2)ccc1Cl,i,-1.4,i
COc1ccc(N/C(=N/c2nc(C)cc(C)n2)NC(=O)c2ccccc2)cc1,i,-1.8,i
CC(C)COc1cccc(-c2cc(C(=O)Nc3ccon3)c3ccccc3n2)c1,i,-1.4,i
COc1ccc2nc(SCC(=O)NC(C)C)[nH]c2c1,i,0.9,i
CCOCCCNC1=C(Cl)C(=O)c2ccccc2C1=O,i,0.4,i
COc1ccc(NC2CCCN(C(=O)c3ccc(C(C)=O)cc3)C2)cc1 (stereo not drawn),i,-1.2,i
CCCCN(C)CCCNC(=O)c1cn(CC)c2ccc(S(=O)(=O)N3CCc4ccccc4C3)cc2c1=O,i,0.2,i
N=C(N)CCCOc1ccccc1-c1ccccc1,i,-0.3,i
CC(C)CCCN1C(Nc2ccccc2)=NC[C@@H]1Cc1ccccc1,i,-0.9,i
CCOC(=O)Cn1nnnc1C,i,-6.8,i
CCCc1c(O)nc(SCC(=O)NCc2ccco2)[nH]c1=O,i,-2.3,i
Cc1cccn2c(=O)c(/C=C3\SC(=S)N(CC(C)C)C3=O)c(NCCCOC(C)C)nc12,i,-0.5,i
Cc1nn(-c2ccccc2)c(C)c1/C=N/NC(=O)c1cc(-c2cccc3ccccc23)n[nH]1,i,1.1,i
O=C(CSc1ncn[nH]1)N1CCCCC1,i,0.5,i
COCCOC(=O)C1=C(C)NC(=O)NC1c1c(Cl)nc2ccccn2c1=O (stereo not drawn),i,-0.7,i
CC(C)c1ccc(/C=C/C(=O)N2CCc3ccccc3C2)cc1,i,-0.7,i
CCCCOC(=O)c1cc(-c2ccc(/C=N/n3cnnc3)o2)ccc1Cl,i,-0.3,i
O=C(N/N=C/c1ccccn1)c1cccc(S(=O)(=O)Nc2ccccc2Cl)c1,i,1.2,i
COCCN1CCN(C(=O)c2cc(COc3ccc(F)c(F)c3)on2)CC1,i,1.0,i
COc1ccc(S(=O)(=O)N(CCc2ccccc2)CC(=O)N2CCOCC2)cc1,i,-0.5,i
